TcdB inh: TcdB glycohydrolase inhibitors, primary screen, biochemical, single point, plate reader. hit rate 0.24% among 350,000. AID 652162, 2013. inhibition, % at 9.99 µM. Toxin B (Clostridioides difficile), P18177. TcdB glycohydrolase enzymatic assay; in the data active means inhibition above about 10%
Target sequence (P18177 whole entry, looked up): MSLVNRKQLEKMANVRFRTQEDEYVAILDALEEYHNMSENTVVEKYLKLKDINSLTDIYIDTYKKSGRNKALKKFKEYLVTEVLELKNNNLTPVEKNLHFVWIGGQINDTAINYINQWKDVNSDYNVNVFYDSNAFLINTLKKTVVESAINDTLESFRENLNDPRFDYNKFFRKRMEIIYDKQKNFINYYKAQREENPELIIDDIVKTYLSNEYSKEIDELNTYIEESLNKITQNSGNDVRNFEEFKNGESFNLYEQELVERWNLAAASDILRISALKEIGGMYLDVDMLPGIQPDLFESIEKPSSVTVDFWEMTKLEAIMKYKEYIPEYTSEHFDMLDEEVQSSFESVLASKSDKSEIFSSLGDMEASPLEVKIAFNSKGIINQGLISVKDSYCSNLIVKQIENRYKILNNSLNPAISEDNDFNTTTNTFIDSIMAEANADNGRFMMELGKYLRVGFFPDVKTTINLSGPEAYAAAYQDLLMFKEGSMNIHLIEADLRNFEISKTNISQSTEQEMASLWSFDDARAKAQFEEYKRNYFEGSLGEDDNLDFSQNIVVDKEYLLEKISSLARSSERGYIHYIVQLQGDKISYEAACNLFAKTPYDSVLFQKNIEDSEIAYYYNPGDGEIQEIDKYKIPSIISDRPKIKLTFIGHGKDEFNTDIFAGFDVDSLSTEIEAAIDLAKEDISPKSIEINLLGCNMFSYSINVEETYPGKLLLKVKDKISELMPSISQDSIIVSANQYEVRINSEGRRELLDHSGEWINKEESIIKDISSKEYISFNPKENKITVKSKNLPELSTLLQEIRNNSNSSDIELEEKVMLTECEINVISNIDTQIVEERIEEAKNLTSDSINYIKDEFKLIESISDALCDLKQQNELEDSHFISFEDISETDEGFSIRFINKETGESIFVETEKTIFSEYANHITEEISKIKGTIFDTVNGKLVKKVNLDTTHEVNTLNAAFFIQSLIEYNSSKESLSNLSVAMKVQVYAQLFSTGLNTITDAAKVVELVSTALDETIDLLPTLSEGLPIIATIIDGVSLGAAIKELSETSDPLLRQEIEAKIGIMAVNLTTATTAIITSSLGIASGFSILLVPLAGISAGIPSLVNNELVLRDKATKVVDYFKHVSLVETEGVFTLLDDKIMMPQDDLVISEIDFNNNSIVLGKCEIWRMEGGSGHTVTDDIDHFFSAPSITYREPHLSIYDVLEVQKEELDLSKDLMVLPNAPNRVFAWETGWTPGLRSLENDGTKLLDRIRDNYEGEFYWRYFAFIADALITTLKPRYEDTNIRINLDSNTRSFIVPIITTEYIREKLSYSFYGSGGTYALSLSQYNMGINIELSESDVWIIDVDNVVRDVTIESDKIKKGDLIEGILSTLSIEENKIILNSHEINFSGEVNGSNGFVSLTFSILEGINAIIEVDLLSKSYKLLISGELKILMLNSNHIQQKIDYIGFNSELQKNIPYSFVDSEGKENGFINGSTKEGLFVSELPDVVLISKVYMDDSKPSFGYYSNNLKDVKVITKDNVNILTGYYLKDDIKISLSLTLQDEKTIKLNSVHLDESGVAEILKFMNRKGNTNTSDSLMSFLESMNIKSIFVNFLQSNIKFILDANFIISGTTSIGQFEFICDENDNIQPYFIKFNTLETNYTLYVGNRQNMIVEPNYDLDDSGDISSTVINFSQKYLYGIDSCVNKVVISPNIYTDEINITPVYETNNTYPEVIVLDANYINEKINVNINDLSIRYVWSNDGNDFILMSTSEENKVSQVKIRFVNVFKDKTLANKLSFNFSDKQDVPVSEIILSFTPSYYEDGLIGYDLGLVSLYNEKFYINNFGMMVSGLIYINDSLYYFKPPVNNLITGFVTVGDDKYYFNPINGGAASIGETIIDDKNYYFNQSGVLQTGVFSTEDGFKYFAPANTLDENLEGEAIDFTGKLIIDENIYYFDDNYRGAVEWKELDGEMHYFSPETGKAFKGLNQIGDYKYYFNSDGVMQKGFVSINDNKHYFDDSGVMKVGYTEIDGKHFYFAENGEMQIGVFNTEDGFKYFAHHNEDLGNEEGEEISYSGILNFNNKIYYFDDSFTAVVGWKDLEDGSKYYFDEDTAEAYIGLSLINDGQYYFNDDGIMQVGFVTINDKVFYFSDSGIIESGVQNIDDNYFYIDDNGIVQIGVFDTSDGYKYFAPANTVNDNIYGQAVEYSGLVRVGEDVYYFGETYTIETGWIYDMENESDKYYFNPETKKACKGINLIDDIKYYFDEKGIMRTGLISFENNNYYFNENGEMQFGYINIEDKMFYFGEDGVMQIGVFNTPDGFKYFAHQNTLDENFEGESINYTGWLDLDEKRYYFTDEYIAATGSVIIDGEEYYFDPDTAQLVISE
* hit, by the source's call; & = joins results of further samples.

SMILES | TcdB inh
C[C@@H]1CN([C@@H](C)CO)C(=O)c2cc(NC(=O)Cn3cnnn3)ccc2O[C@H]1CN(C)S(=O)(=O)c1cccs1 | 0.6
CC(C)C#Cc1ccc2c(c1)O[C@H](CN(C)C(=O)CC1CC1)[C@@H](C)CN([C@H](C)CO)S2(=O)=O | 0.3
COc1ccc(S(=O)(=O)N(C)C[C@H]2Oc3c(NC(=O)C4CCOCC4)cccc3C(=O)N([C@H](C)CO)C[C@@H]2C)cc1 | -0.4
O=C(C[C@@H]1C=C[C@H](NC(=O)Nc2ccccc2)[C@@H](CO)O1)NCc1ccccn1 | 1.1
C[C@H]1CN([C@@H](C)CO)C(=O)c2cc(NC(=O)Nc3ccc(C(F)(F)F)cc3)ccc2O[C@H]1CN(C)Cc1ccc(C(=O)O)cc1 | -1.1
COc1ccccc1-c1ccc2n(c1=O)C[C@@H]1[C@@H](CO)[C@H](C(=O)NCc3ccccc3F)N[C@H]21 | 0.0
O=C(C[C@H]1C=C[C@H](NC(=O)Nc2ccccc2F)[C@H](CO)O1)NCc1ccc(F)cc1 | -0.8
CCCN(C[C@H]1[C@@H](c2ccccc2)[C@H](CO)N1C(C)=O)C(=O)NC(C)C | -0.6
C[C@H]1CN([C@@H](C)CO)C(=O)Cc2cc(NC(=O)NC3CCCCC3)ccc2O[C@H]1CN(C)C(=O)Nc1ccc2c(c1)OCO2 | -0.2
CCCN(C)C[C@H]1Oc2cc(C#CCC3CCCC3)ccc2S(=O)(=O)N([C@@H](C)CO)C[C@H]1C | -0.3
C[C@H]1CN([C@@H](C)CO)C(=O)c2cccc(NC(=O)c3nc4ccccc4s3)c2O[C@H]1CN(C)Cc1ccc(Oc2ccccc2)cc1 | -2.9
C[C@@H]1CN([C@@H](C)CO)C(=O)c2cc(C#Cc3ccccc3F)cnc2O[C@H]1CN(C)C(=O)C1CC1 | -1.4
CCCC#Cc1ccc([C@@H]2[C@@H](CO)N3CCCCN(C(=O)Cc4ccccn4)C[C@H]23)cc1 | 1.1
O=C(C1CCCC1)N1[C@H](CO)[C@@H]2c3ccccc3NC[C@@H]21 | -0.3
CC(C)NC(=O)N(C)C[C@H]1Oc2ccc(NC(=O)Nc3ccccc3)cc2CC(=O)N([C@@H](C)CO)C[C@H]1C | -0.2
CN1[C@@H]2c3ccc(-c4ccccc4)c(=O)n3C[C@@H]2[C@@H](CO)[C@@H]1C(=O)Nc1ccccc1 | 1.1
C[C@H]1CN([C@@H](C)CO)C(=O)c2cc(NS(=O)(=O)c3cccs3)ccc2O[C@H]1CN(C)C(=O)NC1CCCCC1 | -0.3
Cc1noc(C)c1S(=O)(=O)N(C)C[C@H]1Oc2ccc(NC(=O)Nc3ccc4c(c3)OCO4)cc2CC(=O)N([C@@H](C)CO)C[C@H]1C | 1.6
C[C@@H]1CN([C@@H](C)CO)C(=O)Cc2cc(NC(=O)c3ccncc3)ccc2O[C@H]1CN(C)C(=O)Nc1ccccc1 | 1.1
Cc1ccc(S(=O)(=O)N(C)C[C@@H]2OCCCC[C@H](C)Oc3ccc(NC(=O)Nc4ccc(C(F)(F)F)cc4)cc3C(=O)N([C@@H](C)CO)C[C@H]2C)cc1 | -0.3

Given comma-delimited: part of the list above.
smiles,TcdB inh
C[C@H]1CN([C@@H](C)CO)C(=O)c2cccc(NC(=O)c3nc4ccccc4s3)c2O[C@H]1CN(C)Cc1ccc(Oc2ccccc2)cc1,-2.9
C[C@H]1CN([C@@H](C)CO)C(=O)c2cc(NS(=O)(=O)c3cccs3)ccc2O[C@H]1CN(C)C(=O)NC1CCCCC1,-0.3
CC(C)NC(=O)N(C)C[C@H]1Oc2ccc(NC(=O)Nc3ccccc3)cc2CC(=O)N([C@@H](C)CO)C[C@H]1C,-0.2
CCCC#Cc1ccc([C@@H]2[C@@H](CO)N3CCCCN(C(=O)Cc4ccccn4)C[C@H]23)cc1,1.1
CN1[C@@H]2c3ccc(-c4ccccc4)c(=O)n3C[C@@H]2[C@@H](CO)[C@@H]1C(=O)Nc1ccccc1,1.1

Next section:
SMILES | TcdB inh
C[C@@H]1CN([C@@H](C)CO)C(=O)c2cc(C3=CCCCC3)cnc2O[C@@H]1CN(C)C(=O)Cc1ccncc1 | 1.5
CC(C)NC(=O)N(C)C[C@@H]1OCCCC[C@@H](C)Oc2ccc(NS(=O)(=O)c3cn(C)cn3)cc2C(=O)N([C@@H](C)CO)C[C@H]1C | -0.5
C[C@H]1CCCCO[C@H](CN(C)Cc2ccccc2)[C@@H](C)CN([C@@H](C)CO)C(=O)c2cc(NC(=O)Nc3ccc4c(c3)OCO4)ccc2O1 | 0.8
COc1ccc2c3c([nH]c2c1)[C@@H](CO)N(C(=O)CN1CCOCC1)CC31CCN(C(=O)NC(C)C)CC1 | -6.1
C[C@H]1CN([C@@H](C)CO)C(=O)Cc2cc(NC(=O)Nc3cccc4ccccc34)ccc2O[C@@H]1CN(C)S(=O)(=O)c1ccccc1 | -3.3
C[C@@H]1CCCCO[C@H](CN(C)S(=O)(=O)c2ccccc2)[C@@H](C)CN([C@H](C)CO)C(=O)c2cc(NC(=O)c3ccncc3)ccc2O1 | 0.9
C[C@H](CO)N1C[C@H](C)[C@H](CN(C)S(=O)(=O)c2ccccc2)Oc2ccc(NC(=O)CCN3CCOCC3)cc2C1=O | -1.2
Cc1noc(C)c1NC(=O)Nc1ccc2c(c1)C(=O)N([C@H](C)CO)C[C@H](C)[C@H](CN(C)C(=O)CCCN(C)C)OCCCC[C@H](C)O2 | -2.0
COC(=O)C[C@@H]1CC[C@H]2[C@@H](COc3ccc(NS(=O)(=O)c4ccc(C)cc4)cc3C(=O)N2C)O1 | 0.4
COc1cccc(S(=O)(=O)Nc2ccc3c(c2)OC[C@H](C)NC[C@@H](C)[C@H](OC)CN(C)C3=O)c1 | -4.1
C[C@H]1CN([C@@H](C)CO)C(=O)c2cc(NC(=O)CCC(F)(F)F)ccc2O[C@H]1CN(C)Cc1ccc(-c2ccccc2)cc1 | -1.3
C[C@@H]1CN([C@@H](C)CO)C(=O)c2cc(C3=CCCCC3)cnc2O[C@@H]1CN(C)C(=O)c1ccc(F)cc1 | 1.9
Cc1ccccc1-c1cnc2c(c1)C(=O)N([C@@H](C)CO)C[C@@H](C)[C@@H](CN(C)C(=O)c1ccncc1)O2 | 2.7
O=C(NC1CCCCC1)N[C@@H]1C=C[C@@H](CC(=O)N2CCOCC2)O[C@@H]1CO | 0.4
COc1ccc(-c2cnc3c(c2)C(=O)N([C@H](C)CO)C[C@H](C)[C@H](CN(C)S(=O)(=O)c2ccccc2)O3)cc1 | 0.4
COc1ccc(NC(=O)N[C@@H]2CC[C@H](CCNC(=O)Nc3cc(F)ccc3F)O[C@@H]2CO)cc1 | -0.1
COc1ccc(S(=O)(=O)N(C)C[C@H]2OCCCC[C@@H](C)Oc3ccc(NS(=O)(=O)c4cn(C)cn4)cc3C(=O)N([C@H](C)CO)C[C@H]2C)cc1 | 0.3
CO[C@H]1CN(C)C(=O)c2cc(NS(=O)(=O)c3ccccc3C)ccc2OC[C@@H](C)N(S(C)(=O)=O)C[C@@H]1C | 0.6
COc1cccc(NC(=O)N(C)C[C@H]2Oc3cc(C#Cc4ccncc4)ccc3S(=O)(=O)N([C@@H](C)CO)C[C@H]2C)c1 | -0.3
C[C@H]1CN([C@@H](C)CO)C(=O)c2cc(C#CC3CCCCC3)cnc2O[C@H]1CN(C)C(=O)c1ccncc1 | 0.6
CC(C)NC(=O)Nc1ccc2c(c1)C(=O)N([C@H](C)CO)C[C@H](C)[C@H](CN(C)C(=O)Nc1ccccc1)OCCCC[C@@H](C)O2 | 0.3
COc1ccc(C#Cc2ccc([C@H]3[C@H]4CN(C(=O)Nc5ccc(F)cc5)CCCCN4[C@H]3CO)cc2)cc1 | 0.2
O=C(N[C@@H]1CC[C@@H](CCNS(=O)(=O)c2cccc(Cl)c2)O[C@@H]1CO)c1ccccc1 | 0.0
O=C([C@@H]1[C@@H](CO)[C@@H]2Cn3c(cccc3=O)[C@@H]2N1CC1CCCC1)N1CCOCC1 | -2.0
Cc1noc(C)c1NC(=O)Nc1cccc2c1O[C@@H](CN(C)C(=O)Nc1c(C)noc1C)[C@H](C)CN([C@H](C)CO)C2=O | -1.4
CN(C)C(=O)[C@@H]1[C@@H](CO)[C@@H]2Cn3c(ccc(C4=CCCC4)c3=O)[C@@H]2N1C(=O)Cc1cccnc1 | 0.9
C[C@@H]1CN([C@H](C)CO)C(=O)c2cc(NS(=O)(=O)c3ccccc3)ccc2O[C@@H]1CN(C)C(=O)Nc1ccc(F)cc1 | -4.9
C[C@@H]1CCCCO[C@H](CN(C)C(=O)Nc2ccc(C(F)(F)F)cc2)[C@H](C)CN([C@H](C)CO)C(=O)c2cc(NS(=O)(=O)c3cccs3)ccc2O1 | -0.3
CCC(=O)N(C)C[C@@H]1Oc2ncc(C#Cc3ccccc3)cc2C(=O)N([C@H](C)CO)C[C@@H]1C | 2.1
CC(C)C(=O)Nc1ccc2c(c1)C(=O)N(C)[C@H]1CC[C@H](CC(=O)O)O[C@H]1CO2 | -1.3

An excerpt from above in order of length of the SMILES, highest first.
SMILES | TcdB inh
CC(C)NC(=O)Nc1ccc2c(c1)C(=O)N([C@H](C)CO)C[C@H](C)[C@H](CN(C)C(=O)Nc1ccccc1)OCCCC[C@@H](C)O2 | 0.3
CN(C)C(=O)[C@@H]1[C@@H](CO)[C@@H]2Cn3c(ccc(C4=CCCC4)c3=O)[C@@H]2N1C(=O)Cc1cccnc1 | 0.9
O=C([C@@H]1[C@@H](CO)[C@@H]2Cn3c(cccc3=O)[C@@H]2N1CC1CCCC1)N1CCOCC1 | -2.0

Further structures follow.
SMILES | TcdB inh
COc1ccc(NC(=O)N[C@H]2CC[C@H](CCNC(=O)c3ccccc3F)O[C@H]2CO)cc1 | -0.5
C[C@H]1CN([C@@H](C)CO)C(=O)Cc2cc(NC(=O)Nc3ccc4c(c3)OCO4)ccc2O[C@H]1CN(C)C | 0.9
CCC(=O)N1C[C@H](C)[C@H](OC)CN(C)C(=O)c2cc(NC(=O)Nc3ccc(Cl)cc3)ccc2OC[C@H]1C | 2.6
Cc1ccc(-c2ccc3c(c2)O[C@@H](CN(C)Cc2ccccc2)[C@@H](C)CN([C@H](C)CO)S3(=O)=O)cc1 | -0.4
COc1ccc(S(=O)(=O)Nc2cccc3c2O[C@@H](CN(C)C(=O)Nc2c(C)noc2C)[C@@H](C)CN([C@@H](C)CO)C3=O)cc1 | -1.0
C[C@H]1CN([C@@H](C)CO)C(=O)c2cc(NC(=O)CCN3CCOCC3)ccc2O[C@H]1CN(C)S(=O)(=O)c1ccccc1 | -0.4
Cc1ccccc1-c1cnc2c(c1)C(=O)N([C@H](C)CO)C[C@H](C)[C@@H](CN(C)Cc1ccncc1)O2 | -3.0
COc1cccc(S(=O)(=O)Nc2ccc3c(c2)[C@H]2C[C@H](CC(=O)NCc4cccc(F)c4)O[C@H](CO)[C@H]2O3)c1 | 1.1
C[C@H](O)C#Cc1ccc2c(c1)O[C@H](CN(C)C)[C@@H](C)CN([C@H](C)CO)S2(=O)=O | -0.8
COc1ccc(NC(=O)N(C)C[C@H]2Oc3ccc(NS(C)(=O)=O)cc3C(=O)N([C@H](C)CO)C[C@@H]2C)cc1 | 0.4
CO[C@@H]1CN(C)C(=O)c2ccc(NC(=O)C3CCCC3)cc2OC[C@@H](C)N(C(C)=O)C[C@@H]1C | -0.5
C[C@H]1CN([C@@H](C)CO)C(=O)CCCn2cc(nn2)CO[C@@H]1CN(C)Cc1ccccc1C(=O)O | 0.5
C[C@H](CO)N1C[C@H](C)[C@H](CN(C)C)Oc2ccc(NC(=O)Nc3ccccc3)cc2CC1=O | -0.7
C[C@@H]1CN([C@@H](C)CO)C(=O)c2cc(C#CC3CCCCC3)cnc2O[C@@H]1CN(C)Cc1cncnc1 | 1.1
CC(C)CC#Cc1ccc2c(c1)O[C@@H](CN(C)C(=O)c1ccccc1)[C@@H](C)CN([C@@H](C)CO)S2(=O)=O | 0.6
COc1ccc(NC(=O)N[C@H]2CC[C@@H](CCNS(=O)(=O)c3cccc(Cl)c3)O[C@H]2CO)cc1 | -0.9
C[C@H](CO)N1C[C@H](C)[C@@H](CN(C)C)Oc2cc(-c3ccncc3)ccc2S1(=O)=O | -1.4
COCC(=O)Nc1ccc2c(c1)C(=O)N(C)[C@H]1CC[C@@H](CC(=O)NCCCN(C)C)O[C@H]1CO2 | -8.1
O=C(C[C@H]1C[C@H]2c3cc(NC(=O)CC4CC4)ccc3O[C@H]2[C@H](CO)O1)NCc1cc(F)ccc1F | 0.0
CCCNC(=O)N1CC2(CN(Cc3ccc(F)cc3)C2)c2c([nH]c3cc(OC)ccc23)[C@@H]1CO | 0.6
COc1cccc(S(=O)(=O)N(C)C[C@H]2OCc3ccccc3-c3c(n(C)c4ccccc34)C(=O)N([C@H](C)CO)C[C@H]2C)c1 | -0.2
COCC(=O)Nc1ccc2c(c1)OC[C@@H](C)N(CC1CCCCC1)C[C@H](C)[C@H](OC)CN(C)C2=O | 0.0
O=C(NC1CCCC1)N1CCCCN2[C@@H](CO)[C@H](c3ccc(-c4cccnc4)cc3)[C@@H]2C1 | 0.4
Cc1noc(C)c1NC(=O)N(C)C[C@@H]1Oc2ncc(C#CC(C)C)cc2C(=O)N([C@H](C)CO)C[C@H]1C | -1.0
O=C(Cc1ccccn1)N[C@@H]1CC[C@@H](CC(=O)N2CCCCC2)O[C@@H]1CO | -1.6
CN(C)C(=O)c1cccc(-c2ccc(C3[C@H]4CNC[C@@H]3N4CC3CCCCC3)cc2)c1 (stereo partly specified) | -0.1&2.0
COc1ccc(S(=O)(=O)Nc2ccc3c(c2)C(=O)N([C@H](C)CO)C[C@H](C)[C@H](CN(C)S(=O)(=O)c2ccc(Cl)cc2)OCCCC[C@@H](C)O3)cc1 | 0.8
COC(=O)C(CC#Cc1ccc2c(c1)[C@]1(C(=O)N2)[C@H](c2ccc(O)cc2)N2[C@H](c3ccccc3)[C@H](c3ccccc3)OC(=O)[C@H]2[C@@H]1C(=O)NC[C@H](O)c1ccccc1)C(=O)OC | 0.9

Only part of the results is shown (hit frequency here may not be typical).
